# TcdB inh = TcdB glycohydrolase inhibition; inhibition, % at 9.99 µM; 350,000 compounds, 0.24% hits; TcdB glycohydrolase enzymatic assay, plate reader; AID 652162; in the data active = inhibition above about 10%
# Target sequence (P18177 whole entry, looked up): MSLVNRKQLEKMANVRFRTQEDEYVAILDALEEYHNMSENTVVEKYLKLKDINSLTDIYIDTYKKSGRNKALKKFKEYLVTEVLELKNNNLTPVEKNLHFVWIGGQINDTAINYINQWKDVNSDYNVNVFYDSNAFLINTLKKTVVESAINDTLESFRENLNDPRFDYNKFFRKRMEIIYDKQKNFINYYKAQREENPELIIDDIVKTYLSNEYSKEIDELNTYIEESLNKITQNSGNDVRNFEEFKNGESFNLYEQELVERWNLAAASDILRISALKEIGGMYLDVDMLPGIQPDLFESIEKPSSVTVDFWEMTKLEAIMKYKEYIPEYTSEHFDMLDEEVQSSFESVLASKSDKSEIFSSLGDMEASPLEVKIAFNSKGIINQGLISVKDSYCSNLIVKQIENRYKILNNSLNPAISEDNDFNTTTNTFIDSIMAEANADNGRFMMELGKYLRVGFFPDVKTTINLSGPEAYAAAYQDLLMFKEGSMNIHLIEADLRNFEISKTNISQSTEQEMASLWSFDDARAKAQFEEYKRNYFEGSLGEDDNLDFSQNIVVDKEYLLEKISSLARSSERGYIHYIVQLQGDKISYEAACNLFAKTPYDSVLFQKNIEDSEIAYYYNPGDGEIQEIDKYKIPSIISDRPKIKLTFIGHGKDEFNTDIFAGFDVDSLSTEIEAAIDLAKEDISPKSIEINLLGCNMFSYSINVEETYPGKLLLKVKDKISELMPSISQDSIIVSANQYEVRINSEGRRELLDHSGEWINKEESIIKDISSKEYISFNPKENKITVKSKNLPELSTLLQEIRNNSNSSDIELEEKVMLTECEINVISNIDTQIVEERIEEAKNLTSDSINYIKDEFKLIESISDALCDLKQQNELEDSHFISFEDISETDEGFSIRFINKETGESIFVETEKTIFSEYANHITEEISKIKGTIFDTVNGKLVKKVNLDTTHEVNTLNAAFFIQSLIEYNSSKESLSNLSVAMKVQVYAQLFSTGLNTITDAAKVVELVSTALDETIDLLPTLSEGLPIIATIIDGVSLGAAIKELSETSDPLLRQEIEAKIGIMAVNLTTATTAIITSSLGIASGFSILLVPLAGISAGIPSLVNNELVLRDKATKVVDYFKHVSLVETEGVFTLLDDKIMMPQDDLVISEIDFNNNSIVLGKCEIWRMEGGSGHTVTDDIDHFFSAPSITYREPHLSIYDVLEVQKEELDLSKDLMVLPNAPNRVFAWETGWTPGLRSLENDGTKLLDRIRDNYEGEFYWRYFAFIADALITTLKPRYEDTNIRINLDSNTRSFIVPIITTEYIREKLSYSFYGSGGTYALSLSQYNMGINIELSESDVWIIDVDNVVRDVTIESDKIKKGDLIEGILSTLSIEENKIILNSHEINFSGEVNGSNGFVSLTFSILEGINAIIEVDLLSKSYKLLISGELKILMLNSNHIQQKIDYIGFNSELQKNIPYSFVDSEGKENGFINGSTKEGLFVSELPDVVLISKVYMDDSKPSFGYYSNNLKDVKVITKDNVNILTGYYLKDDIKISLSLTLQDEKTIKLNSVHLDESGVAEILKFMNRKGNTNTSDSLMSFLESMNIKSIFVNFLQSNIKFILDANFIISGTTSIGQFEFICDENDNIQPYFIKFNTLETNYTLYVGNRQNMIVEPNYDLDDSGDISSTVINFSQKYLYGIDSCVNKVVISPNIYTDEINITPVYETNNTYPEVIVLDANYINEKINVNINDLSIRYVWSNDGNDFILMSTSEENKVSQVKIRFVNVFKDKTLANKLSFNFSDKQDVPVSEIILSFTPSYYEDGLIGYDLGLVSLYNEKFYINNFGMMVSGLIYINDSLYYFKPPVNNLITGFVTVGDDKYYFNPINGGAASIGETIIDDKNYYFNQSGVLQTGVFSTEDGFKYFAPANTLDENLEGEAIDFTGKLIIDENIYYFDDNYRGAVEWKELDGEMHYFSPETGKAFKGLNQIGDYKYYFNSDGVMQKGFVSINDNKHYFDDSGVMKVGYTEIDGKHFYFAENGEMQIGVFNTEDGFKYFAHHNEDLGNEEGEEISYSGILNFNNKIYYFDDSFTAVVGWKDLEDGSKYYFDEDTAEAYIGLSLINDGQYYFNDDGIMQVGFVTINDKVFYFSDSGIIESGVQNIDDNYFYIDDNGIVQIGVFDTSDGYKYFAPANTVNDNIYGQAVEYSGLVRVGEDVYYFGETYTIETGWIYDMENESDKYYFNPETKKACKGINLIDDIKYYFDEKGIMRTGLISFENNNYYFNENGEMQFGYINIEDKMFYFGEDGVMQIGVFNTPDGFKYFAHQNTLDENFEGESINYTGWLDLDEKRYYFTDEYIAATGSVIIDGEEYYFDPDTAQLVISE
# Numbers without * were called inactive; & = joins results of further samples.
# The opening six entries, to show the layout:
SMILES | TcdB inh
COC(=O)[C@]12C[C@H](CC(=O)N3CCN(C(=O)c4ccco4)CC3)C(=O)N(Cc3ccccc3)C1=C[C@H](C(C)C)O[C@@H]2C1CC1 | 2.1
C[C@H]1CN([C@@H](C)CO)C(=O)c2c(c3ccccc3n2C)-c2ccccc2CO[C@H]1CN(C)Cc1cccc2c1OCCCO2 | -0.5
CN(C)C(=O)c1ccc(-c2ccccc2[C@@H]2[C@@H](CO)N(C(=O)C3CCCCC3)[C@H]2C#N)cc1 | 0.6
C[C@H](CO)N1C[C@H](C)[C@H](CN(C)Cc2ccc(Cl)c(Cl)c2)OCCCC[C@H](C)Oc2ccc(NS(C)(=O)=O)cc2C1=O | -1.4
CCCC#Cc1ccc([C@H]2[C@H]3CN(C(=O)NCCC)CC(=O)N3[C@H]2CO)cc1 | 1.8
CN(C)C(=O)c1ccc(-c2ccccc2[C@H]2[C@H](C#N)N(C(=O)C3CCCCC3)[C@H]2CO)cc1 | 0.7

# This part in full, from the start:
SMILES | TcdB inh
COC(=O)[C@]12C[C@H](CC(=O)N3CCN(C(=O)c4ccco4)CC3)C(=O)N(Cc3ccccc3)C1=C[C@H](C(C)C)O[C@@H]2C1CC1 | 2.1
C[C@H]1CN([C@@H](C)CO)C(=O)c2c(c3ccccc3n2C)-c2ccccc2CO[C@H]1CN(C)Cc1cccc2c1OCCCO2 | -0.5
CN(C)C(=O)c1ccc(-c2ccccc2[C@@H]2[C@@H](CO)N(C(=O)C3CCCCC3)[C@H]2C#N)cc1 | 0.6
C[C@H](CO)N1C[C@H](C)[C@H](CN(C)Cc2ccc(Cl)c(Cl)c2)OCCCC[C@H](C)Oc2ccc(NS(C)(=O)=O)cc2C1=O | -1.4
CCCC#Cc1ccc([C@H]2[C@H]3CN(C(=O)NCCC)CC(=O)N3[C@H]2CO)cc1 | 1.8
CN(C)C(=O)c1ccc(-c2ccccc2[C@H]2[C@H](C#N)N(C(=O)C3CCCCC3)[C@H]2CO)cc1 | 0.7
Cc1nc(-c2cccc(CN(C)C(=O)Oc3ccc([N+](=O)[O-])cc3)c2)no1 | 1.9
CN(C)C(=O)c1cccc(-c2ccc(C3[C@@H]4CN(S(=O)(=O)Cc5ccccc5)C[C@H]3N4)cc2)c1 (some centres undefined) | 1.0
C[C@H](O)[C@@H]1CN2CCc3ccc(-c4ccc5c(c4)OCO5)cc3[C@@H]2C[C@@H]1N(C)C(=O)C1CCCCC1 | 1.1
O=C(Nc1cc(F)ccc1F)N1CC(=O)N2[C@H](C1)[C@@H](c1ccc(-c3ccccc3)cc1)[C@@H]2CO | -20.2
NC(=O)CC(NC(=O)c1cccc(Br)c1)c1ccc(NCCN2CCOCC2)c([N+](=O)[O-])c1 (centres undefined) | 1.4
COC(=O)C1=CN(c2c(C)cc(C)cc2C)C(N)=C(C#N)C1c1ccccc1 (centres undefined) | 0.5
O=C(c1cnccn1)N1CC(=O)N2[C@H](CO)[C@@H](c3ccc(C#CC4CC4)cc3)[C@H]2C1 | -0.2
COc1ccc(S(=O)(=O)Nc2ccc3c(c2)C(=O)N([C@@H](C)CO)C[C@H](C)[C@@H](CN(C)CC2CC2)O3)cc1 | 0.1
CN1C(=O)[C@@H]2[C@@H](C[C@]3(COc4ccccc4)OC[C@H]2/C3=C\c2ccccc2)C1=O | 1.5
C#CCNC(=O)C[C@@H]1C[C@@]2(C(=O)OCC)CCCC=C2N(Cc2cccc3ccccc23)C1=O | 0.6
CCCC#Cc1ccc([C@H]2[C@H](CO)N3C(=O)CN(C(=O)c4ccccc4)C[C@@H]23)cc1 | 1.5
COc1ccc(-c2ccc(C3[C@H]4CNC[C@@H]3N4S(=O)(=O)c3cn(C)cn3)cc2)cc1 (some centres undefined) | 1.9
COC(=O)C[C@@H]1OC[C@H](CO)N1S(=O)(=O)c1ccc(C)cc1 | 1.0
CCCCCCCCCCCCN1CCSCCS1(=O)=O | 1.8
CC1(c2nnnn2Cc2ccccc2)CCC(=O)N1CC1CCCCC1 (centres undefined) | 1.2
C[C@H](CO)N1C[C@H](C)[C@@H](CN(C)S(=O)(=O)c2ccc(F)cc2)Oc2ccc(NS(=O)(=O)c3ccc(Cl)cc3)cc2CC1=O | -0.5
CCC(=O)Nc1ccc2c(c1)OC[C@H](C)N(C(=O)CC)C[C@H](C)[C@@H](OC)CN(C)C2=O | -1.0
CCCCCNC(=O)C(c1cc2ccccc2o1)n1c(=O)c(-c2ccco2)nc2ccccc21 (centres undefined) | 0.3
O=S(=O)(NC[C@H]1CC[C@@H]2NC[C@@H]2O1)c1ccccc1F | -1.1
O=C(C1CCOCC1)N1CC(=O)N2[C@H](C1)[C@@H](c1ccc(C#CC3CCCCC3)cc1)[C@@H]2CO | 1.6
COc1cccc(CN2CC3(CN(Cc4ccccn4)C3)c3c([nH]c4cc(OC)ccc34)[C@H]2CO)c1 | -1.2
O=C(CC1CC1)N1CC(=O)N2[C@H](C1)[C@H](c1ccc(C#Cc3ccc(F)cc3)cc1)[C@@H]2CO | -3.0
O=C(C1CCCC1)N1C[C@@H]2N[C@H](C1)C2c1ccc(-c2ccccc2F)cc1 (some centres undefined) | -1.4
Cc1ccc(S(=O)(=O)Nc2ccc3c(c2)C(=O)N([C@H](C)CO)C[C@@H](C)[C@@H](CN(C)C(=O)Nc2ccc4c(c2)OCO4)OCCCC[C@H](C)O3)cc1 | 0.8
CCCCNc1ccc2c(c1)OC[C@@H](CC(C)C)NS2(=O)=O | 1.4
COC(=O)[C@]12CCCCC=C1N(Cc1ccc3c(c1)OCO3)C(=O)[C@H](CC(=O)NCC13CC4CC(CC(C4)C1)C3)C2 | 0.7
CCCCN1C(=O)C(CC(=O)NC(c2ccccc2)c2ccccc2)CC(C(=O)N2CCCCCC2)=C1C (centres undefined) | -0.5
C[C@@H]1CN([C@@H](C)CO)C(=O)c2cc(NS(=O)(=O)c3ccc(F)cc3)ccc2O[C@H]1CN(C)Cc1ccc(Oc2ccccc2)cc1 | -1.0
COC(=O)[C@]12CCCCC=C1N(CCC1=CCCCC1)C(=O)[C@H](CC(=O)NCCCCc1ccccc1)C2 | 0.8
COC(=O)CCCC[C@@H]1O[C@H](CCc2ccccc2)Cc2[nH][nH]c(=O)c21 | -3.4
C[C@@H]1ON(C)[C@H]2C[C@H]3c4[nH]c5cccc(-c6ccc7c(c6)OCO7)c5c4CCN3C(=O)[C@@H]12 | 1.0
CN(C)CC#Cc1ccc([C@@H]2[C@@H](CO)N3C(=O)CN(C(=O)Cc4ccccc4)C[C@@H]23)cc1 | -1.2
CC(=O)N1[C@@H](CO)[C@@H](c2ccccc2)C12CN(C(=O)Nc1ccccc1F)C2 | 0.1
O=C(c1ccc(F)cc1)N1CC(=O)N2[C@@H](CO)[C@H](c3ccc(C#Cc4ccc(F)cc4)cc3)[C@@H]2C1 | -0.5
O=S(=O)(NCC[C@@H]1CC[C@@H](NS(=O)(=O)c2cccc(F)c2)[C@H](CO)O1)c1cccc(F)c1 | -1.1
O=C(NC[C@H]1CC[C@H]2[C@H](CN2Cc2cccc(Cl)c2)O1)C1CC1 | 1.0
Cc1ccc(-c2cc(NC(=O)Cc3c(C)[nH]c4ccccc34)ccc2Nc2cccnc2)cc1 | 0.6
C[C@@H]1CCCCO[C@H](CN(C)Cc2ccc(Cl)c(Cl)c2)[C@@H](C)CN([C@@H](C)CO)C(=O)c2cc(NS(=O)(=O)c3ccc(Cl)cc3)ccc2O1 | -0.1
CCOC(=O)C1=C(C(=O)OCC)C2N(Cc3ccc(C#N)cc3)c3ccccc3[C@@]23C[C@@H](C(=O)OC)N(S(=O)(=O)c2ccc(C#N)cc2)C3=N1 (some centres undefined) | 1.3
COC(=O)[C@@]12C[C@@H](CC(=O)NCCc3ccccc3OC)C(=O)N(Cc3ccc4c(c3)OCO4)C1=CCC(C)(C)C2 | 0.9
COCC(=O)N(C)C[C@H]1Oc2ncc(-c3ccccc3OC)cc2C(=O)N([C@@H](C)CO)C[C@H]1C | 0.6
COc1ccccc1CN1[C@H](CO)[C@H](c2ccccc2)C12CN(C(=O)Cc1ccccc1)C2 | -0.5
Cc1ccc2nc(-c3cccc(Cl)c3)c(Cc3ccccc3)n2c1 | -1.4
CC(C)CC#Cc1ccc([C@H]2[C@H]3CN(C(=O)c4ccccn4)CC(=O)N3[C@H]2CO)cc1 | -1.8
CC(C)NC(=O)C1(C)CN(S(C)(=O)=O)CC(=O)N1CCc1ccccc1 (centres undefined) | 1.6
Cc1ccc(-c2ccc([C@H]3[C@@H](CO)N4C(=O)CN(S(=O)(=O)c5cccc(F)c5)C[C@@H]34)cc2)cc1 | 0.4
CCCNC(=O)N1[C@H](CO)[C@H](c2ccc(C#Cc3cccc(F)c3)cc2)[C@@H]1C#N | 0.8
Cc1ccc(-c2ccc(C3[C@H]4CNC[C@@H]3N4S(=O)(=O)c3ccccc3)cc2)cc1 (some centres undefined) | -1.0&0.2
CN(CCO)c1cccc2c1S(=O)(=O)N[C@@H](Cc1ccccc1)CO2 | 1.1
COc1ccc2c3c(n(C)c2c1)[C@@H](CO)N(C(=O)Cc1ccccn1)CC31CN(C)C1 | 0.7
CC(=O)N1CCN(c2ccc(N3CCN(Cc4ccccc4)[C@H](C)C3)c(C)c2)[C@@H](C)C1 | -13.7
N#Cc1ccc(OCCCN2CCC(C(O)(C3=CCCC3)c3ccccc3)CC2)cc1 (centres undefined) | -2.0
COc1ccc2c3c([nH]c2c1)[C@@H](CO)NCC31CCN(C(=O)C2CCOCC2)CC1 | -0.7
COc1ccc2c3c([nH]c2c1)[C@H](CO)N(C(=O)Nc1ccc(F)cc1)CC31CN(C(=O)Nc2ccccc2)C1 | 0.3

# Three structures from above, ordered by heavy-atom count, falling.
SMILES | TcdB inh
Cc1ccc(-c2ccc([C@H]3[C@@H](CO)N4C(=O)CN(S(=O)(=O)c5cccc(F)c5)C[C@@H]34)cc2)cc1 | 0.4
CC(=O)N1CCN(c2ccc(N3CCN(Cc4ccccc4)[C@H](C)C3)c(C)c2)[C@@H](C)C1 | -13.7
CCCCNc1ccc2c(c1)OC[C@@H](CC(C)C)NS2(=O)=O | 1.4

# The list continues:
SMILES | TcdB inh
O=C(NCc1ccccc1)[C@@H]1CCCN1C(=O)[C@H]1CCCN1C(=O)c1ccc(OC(F)(F)F)cc1 | 1.3
CN(C)CC(=O)N1[C@@H](CO)[C@@H](c2ccccc2)C12CN(C(=O)c1ccccc1)C2 | 0.7
C=CCC12C[C@@]3(O[C@H](c4ccc(C(F)(F)F)cc4)N=C3C[C@H](c3ccc(OC)cc3)[C@H]1C)N(Cc1ccc3c(c1)OCO3)C2=O | -0.8
CO[C@H]1CN(C)C(=O)c2ccc(NC(=O)c3cc(C)on3)cc2OC[C@H](C)N(C(C)=O)C[C@@H]1C | -0.9
C#Cc1ccc([C@H]2C=C(C(=O)N3CCCCCCC3)O[C@@H](OCC)[C@@H]2CCCO)cc1 | 0.9
COc1ccc(-c2ccc(C3[C@@H]4CN(Cc5ccccn5)C[C@H]3N4)cc2)cc1 (some centres undefined) | -1.5&-1.2
C=CCN1C[C@@H](COCc2ccccc2)OCCS1(=O)=O | 0.3
COc1ccccc1Cc1c(C2CCCCC2)nc2cc(C)c(Br)c(C)n12 | 0.0
N#C[C@H]1[C@@H](c2ccccc2-c2ccccc2F)[C@H](CO)N1C(=O)C1CC1 | -0.4
COC(=O)[C@@]1(Cc2ccc(OC)cc2)[C@H]2c3cc(C(=O)N4CCCC4)n(CCc4ccc(OC)c(Br)c4)c3C[C@H]2CN1C(=O)c1ccccc1 | 1.7
N#C[C@H]1[C@@H](c2ccccc2-c2cccc(F)c2)[C@@H](CO)N1C(=O)C1CCC1 | 0.8
COCC(=O)Nc1ccc2c(c1)C(=O)N(C)[C@H]1CC[C@H](CC(=O)NCc3cccc(F)c3)O[C@@H]1CO2 | 1.1
CCNC(=O)[C@H]1[C@H](CO)[C@H]2Cn3c(ccc(C4=CCCCC4)c3=O)[C@H]2N1Cc1ccc2c(c1)OCO2 | -2.1
COc1ccccc1NC(=O)N1CCCCN2[C@@H](CO)[C@@H](c3ccc(C#CC4CC4)cc3)[C@@H]2C1 | -0.8
COCc1cc(N2CCNC[C@@H]2C)ccc1N1CCS(=O)(=O)CC1 | 1.9
CC(C)NC(=O)N1[C@@H](CO)[C@@H](c2ccccc2)C12CN(C(=O)CN(C)C)C2 | -0.2
COc1ccc(NC(=O)N2CCC3(CC2)CN(C(=O)CN2CCOCC2)[C@H](CO)c2[nH]c4cc(OC)ccc4c23)cc1 | -6.4
CCCCC(O)C1=C[N+](=O)CC=C1 (centres undefined) | 0.8
COc1ccc(C(C(=O)NCc2ccccc2)n2c(=O)c(-c3ccco3)nc3ccccc32)cc1 (centres undefined) | 1.2
CC(=O)NC[C@H]1[C@@H](c2ccc(C3=CCCCC3)cc2)[C@@H](CO)N1C(=O)C1CC1 | 1.2
COc1cc(CN2CC3(CCN(S(=O)(=O)c4cccc(F)c4)CC3)c3c([nH]c4cc(OC)ccc34)[C@H]2CO)cc(OC)c1 | 0.5
O=C(NCCc1ccc2c(c1)OCO2)Oc1ccccc1 | -0.7
COc1ccc(S(=O)(=O)Nc2ccc3c(c2)CC(=O)N([C@H](C)CO)C[C@H](C)[C@@H](CN(C)Cc2ccc(C(=O)Nc4ccccc4N)cc2)O3)cc1 | -1.0
COc1ccc(C(=O)NCCNc2nc3cc(C)cc(C)c3cc2C#N)nc1 | 1.1
O=C1NC[C@@H](CCCCN2C[C@H](Cc3ccc(O)cc3)N(CCc3ccc(O)cc3)C(=O)C2=O)N(CCc2ccccc2)C1=O | 2.7
COc1ccc2c3c(n(C)c2c1)[C@H](CO)N(C(=O)NC1CCCCC1)CC31CCN(C)CC1 | 0.1
COc1cccc(S(=O)(=O)N2CC3(CN[C@@H](CO)c4[nH]c5cc(OC)ccc5c43)C2)c1 | 0.8
N#C[C@@H]1[C@H](c2ccccc2C2=CCCC2)[C@@H](CO)N1C(=O)c1cccc(F)c1 | 3.8
COCCN1Cc2cc(C(=O)OC)c3c(c2C1=O)c1cc(F)ccc1n3S(=O)(=O)c1cccc(C)c1 | -0.2
O=C1c2ccccc2C(c2nnnn2C2CCCCC2)N1CCc1ccc(O)cc1 (centres undefined) | 3.0
COc1ccc(S(=O)(=O)NC[C@H]2CC[C@H]3[C@H](CN3Cc3cc(F)ccc3F)O2)cc1 | -1.9

# Some of the compounds tested; count on the stated rates, not on these rows.
